# Source: PubChem (National Center for Advancing Translational Sciences (NCATS))
# Mm-Cpn inhibitor – M. maripaludis TRiC chaperonin inhibition; purified Mm-Cpn ATPase, ADP Transcreener TR-FRET; Potency, µM (titrated, usually from 76.9 µM), without a hit: at the highest dose activity, negative = inhibition, usual class: inhibitors; actives 0.031% (n = 330,000); AID 504842; note: potency is the fitted concentration of half-maximal effect; % is set by controls: 0 for no effect and ±100 for the full control effect; nearly all actives have a fitted effect of over 80% in size
#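 ATPase turnover read by TR-FRET ADP competition (Eu cryptate antibody/ADP-d2, 665/590 nm): 10uM ATP final, 25nM Mm-CPN final, 30 min 37degC after 10-min compound preincubation, pH 7.4 Tris/KCl/MgCl2/DTT buffer.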
# HepG2 tox – counter-screen for TGF-b inhibitors: cytotoxicity in HepG2 cells. HepG2 CAGA-GFP viability, ATP luminescence, 18 h. Potency, µM (top dose mostly 46.1 µM), for inactives: at the highest dose activity change, negative = cytotoxicity, usual class: cytotoxic. actives 0.76% (n = 410,000); note: potency is the fitted concentration of half-maximal effect; some results filed as inactive show a strong effect at the top dose
#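 CellTiter-Glo luminescence gave cytotoxicity after 18 hours at 37 degrees C. The cells were HepG2 CAGA-GFP in 1% FBS DMEM, stimulated with 500 pg/mL TGF-beta after compound addition. %Activity was normalised to no-cell wells (complete cell-killing) and DMSO (no toxicity), and curves were fitted and classified.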
# Akt phos inh – blocks phosphorylation of Akt | activity change, % for hits at 50 µM | actives 0.32% (n = 360,000) | AID 651550 | Neuro2A IGF-stimulated pAkt S473 HTRF, 20 min; active compounds read low; in the data active = activity change below about -80%; inconclusive = mostly about -51% to -80%; note: % is set by controls: 0 for no effect and ±100 for the full control effect
#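 Neuro2A cells (4,500/well, DMEM with 0.5% FBS) were treated with compound at a single 50 µM final concentration, stimulated with 6 nM IGF for 20 min at 37 °C, and lysed. Phospho-Akt Ser473 was read by HTRF as 665/615 ratio ×10^4.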
# S2 tox – reduces viability in counter-screen for ATXN expression inhibitors | S2 cells (HEK-293 line with an ATXN2-luciferase reporter) viability, CellTiter-Fluor protease fluorescence, 24 h | AID 651635 | Potency, µM (titrated, usually from 56.7 µM), hits mostly cytotoxic | actives 0.49% (n = 400,000); note: potency is the fitted concentration of half-maximal effect; nearly all actives have a fitted effect of over 40% in size
# Nrf2 ARE act – activates Nrf2 signaling; Potency, µM (top dose mostly 46.1 µM), without a hit: at the highest dose activation, usual class: activators; AREc32 ARE-luciferase reporter (MCF7-derived line), luminescence, 24 h; actives 0.31% (n = 410,000); note: potency is the fitted concentration of half-maximal effect; % of control where 0% means no effect; nearly all actives have a fitted effect of over 65% in size
#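 AREc32 cells carrying an ARE-driven firefly luciferase reporter were seeded at 1000 cells/well in OPTI-MEM with 5% FBS, then exposed to compound for 24 hr at 37 deg C. Luminescence was read with Steady-Glo after 30 min at RT.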
# CCT chaperon mod – cytosolic chaperonin activity modulation | purified chaperonin ATPase assay, HTRF ADP detection, 30 min | AID 651819 | activity change, % (concentration not given with the values), hits read low | actives 0.3% (n = 360,000); in the data active = activity change below about -30%; note: % is set by controls: 0 for no effect and ±100 for the full control effect
#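 TRiC at 40 or 20 nM final (batch-dependent) in 30 mM Tris pH 7.4, 100 mM KCl, 5 mM MgCl2, 1 mM DTT, with compound at single 76 uM and 10 uM ATP, 30 min at 37 deg C. ADP detected by HTRF Transcreener, 665/615 ratio.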
# TGFb inhibitor – inhibitors of TGF-b signaling; HepG2 CAGA-GFP TGF-b/SMAD3 reporter, GFP fluorescence, 18 h; TGF-beta stimulated, 500 pg/mL final; Potency, µM (series often up to 46.1 µM), for the others: top-dose activity, negative = inhibition, actives largely listed as inhibitors; actives 1.2% (n = 410,000); AID 588855; note: potency is the fitted concentration of half-maximal effect; % is set by controls: 0 for no effect and ±100 for the full control effect; nearly all actives have a fitted effect of over 65% in size
#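 First, reporter cells (HEPG2 CAGA-GFP) rested 2 h at 37 degrees C. Next, compounds were pinned in and TGF-beta added to 500 pg/mL final. After 18 h, GFP was imaged per cell and summed per well.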
# Nrf2 block – blocks Nrf2 signaling. A549 ARE-Fluc reporter, luciferase luminescence, 18-24 h. Potency, µM (top dose mostly 46 µM), inactives show top-dose activity change, negative = inhibition, actives largely listed as inhibitors. actives 2.1% (n = 360,000); note: potency is the fitted concentration of half-maximal effect; % is set by controls: 0 for no effect and ±100 for the full control effect; nearly all actives have a fitted effect of over 60% in size
#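 Concentration-response testing used A549 ARE_Fluc cells at 5000 cells/well. Following an 18-24 h compound incubation, viability was read by fluorescence (Ex 405/Em 525) and luciferase output by luminescence.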
# A549 tox – A549 cytotoxicity, counter-screen for Nrf2 inhibitors. A549 ARE-Fluc cells, CellTiter-Fluor viability, 18-24 h. Potency, µM (doses to about 46 µM), for inactives: top-dose activity change, negative = cytotoxicity, hits mostly inhibitors. actives 0.16% (n = 390,000). AID 504648; note: potency is the fitted concentration of half-maximal effect; % is set by controls: 0 for no effect and ±100 for the full control effect
#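 Cytotoxicity counterscreen: CellTiter-Fluor fluorescence was measured in A549 ARE_Fluc cells after 18-24 h of compound exposure in a concentration series. The subsequent BugLite luminescent read reports ARE-luciferase activity.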
# An asterisk follows results filed as active; i = inactive; ? = inconclusive; . = no result given; & = joins results of further samples; [ ] = another dose, or the depositor's remark. Unless noted, calls come from the whole dose curve; as a rule, active = well fitted curve in the direction sought with a large enough effect; inconclusive = small, poorly fitted or top-dose-only effect, or another doubt; inactive = no such curve, though single readings can be large; an effect the other way counts as inactive or inconclusive.
mol	Mm-Cpn inhibitor	HepG2 tox	Akt phos inh	S2 tox	Nrf2 ARE act	CCT chaperon mod	TGFb inhibitor	Nrf2 block	A549 tox
C#CCOCCOCCOCCNc1nc(N2CCN(C(=O)Cn3cc(CCO)nn3)CC2)nc(N2CCN(C(=O)Cn3cc(CCCCN)nn3)CC2)n1	.	13%	i	i	-0.8%	0.4	29%	6%	-4%
CC(C)=CCC/C(C)=C/C=N/NC(=O)c1ccc([N+](=O)[O-])cc1	0%	-36%	i	?	2.6%	2.3	-17%	-4%	-5%
CCC(C)(C)NC(=O)C(Sc1ccccc1)c1ccccc1 (stereo unspecified)	1%	-20%	i	i	-0.1%	-2.5	-7%	-5%	-1%
O=C(O)Cc1c(-c2ccccc2)c2cc(Cl)ccc2[nH]c1=O	-1%	2%	i	i	0.3%	2.2	0%	-2%	0%
CCOc1cc(C2/C(=C(/O)c3ccc(OC)cc3)C(=O)C(=O)N2CC2CCCO2)ccc1O (stereo unspecified)	-14%	5%	i	i	-1.3%	-0.5	-1%	5%	1%
COc1ccc(C)cc1NC(=O)C(=O)NCCc1sc(-c2cccc(C)c2)nc1C	.	-3%	.	i	-0.7%	.	1%	.	-1%
O=C(COc1ccc(Br)cc1)NNC(=O)c1cc(S(=O)(=O)N2CCOCC2)ccc1Cl	.	1%	i	i	-0.5%	-3.7	-1%	3%	10%
COc1cccc(NC(=O)CC2C(=O)NC3CCCCC3N2C(=O)c2ccccc2)c1 (stereo unspecified)	.	11%	i	i	0.4%	-1.7	8%	15%	2%
O=C(CSc1ncn(-c2ccccc2)n1)c1cccs1	-9%	4%	i	i	0.4%	-1.9	2%	?	5%
CCOC(=O)C1(CCOc2ccccc2)CCN(Cc2cccc(OCCO)c2)CC1	-1%	-25%	i	i	4.2%	1.5	23%	-5%	-5%
CN(C)c1ccc(C(=S)N2CCN(c3ccccc3)CC2)cc1	-2%	-8%	i	i	-0.1%	-1.7	-3%	15%	1%
CCCCNC1=NCCS1	1%	-21%	i	i	0.1%	1.7	-15%	34%	-1%
Cc1cccc(Cn2cc(C(=O)Nc3ccc(F)c(C(F)(F)F)c3)ccc2=O)c1	.	-60%	.	.	4.1%	.	?	.	-13%
CCc1ccccc1NC(=O)c1ccc2nc(C(C)C)oc2c1	.	-32%	.	.	2.7%	.	?	.	0%
CCN(CC)c1ccc(/C=C2\SC(N)=NC2=O)cc1	-7%	1%	i	i	-0.2%[9.22 µM]	1.1	19%	9%	-16%

# Ordered by length of the SMILES (high to low): some entries from above
mol	Mm-Cpn inhibitor	HepG2 tox	Akt phos inh	S2 tox	Nrf2 ARE act	CCT chaperon mod	TGFb inhibitor	Nrf2 block	A549 tox
C#CCOCCOCCOCCNc1nc(N2CCN(C(=O)Cn3cc(CCO)nn3)CC2)nc(N2CCN(C(=O)Cn3cc(CCCCN)nn3)CC2)n1	.	13%	i	i	-0.8%	0.4	29%	6%	-4%
CN(C)c1ccc(C(=S)N2CCN(c3ccccc3)CC2)cc1	-2%	-8%	i	i	-0.1%	-1.7	-3%	15%	1%
CCc1ccccc1NC(=O)c1ccc2nc(C(C)C)oc2c1	.	-32%	.	.	2.7%	.	?	.	0%
CCC(C)(C)NC(=O)C(Sc1ccccc1)c1ccccc1 (stereo unspecified)	1%	-20%	i	i	-0.1%	-2.5	-7%	-5%	-1%

# Other records follow:
mol	Mm-Cpn inhibitor	HepG2 tox	Akt phos inh	S2 tox	Nrf2 ARE act	CCT chaperon mod	TGFb inhibitor	Nrf2 block	A549 tox
CCOC(=O)c1sc2nc(OCc3cccnc3)cc(C)c2c1N	.	.	i	i	5.2%	-1.8	.	.	.
CC1CCN(C(=O)C(C)OC(=O)c2ccc(S(C)(=O)=O)c([N+](=O)[O-])c2)CC1 (stereo unspecified)	.	-77%	.	.	.	.	10µM*	5%	-7%
COc1ccc(/C=C2\N=C(c3ccccc3)NNC2=O)cc1	-1%	-9%	i	i	2.5%	1.6	7%	10%	1%
O=C(OCc1ccccc1)N1CCOCCOCCN(C(=O)OCc2ccccc2)CCOCCOCC1	-1%	-24%	i	?	-1.3%	-3.7	-10%	?	?
CC1(C)CC(=O)C(C(=O)CCCCC(=O)C2C(=O)CC(C)(C)CC2=O)C(=O)C1	-2%	4%	i	i	-0.3%	-1.5	20%	-4%	-5%
CC1CCN(S(=O)(=O)c2ccc(NC(=O)CNC3CCCCC3)cc2)CC1	0%	-1%	i	i	0.1%	0.0	4%	-12%	-8%
CC1CCN(C(=O)CSc2c3c(nc4ccc(Cl)cc24)CCCC3)CC1	.	-29%	.	.	?	.	16µM*	-3%	-2%
Nc1nc(N2CCOCC2)nc(N(c2ccccc2)c2ccccc2)n1	-6%	-1%	i	i	0.1%	-0.3	8%	-6%	-17%
O=C(CCl)N(C1CCCC1)C1CCS(=O)(=O)C1 (stereo unspecified)	0%	-43%	i	?	29%	0.0	?	21µM*	-9%
CCSc1ncc(Cl)c(C(=O)Nc2nc3ccc(S(C)(=O)=O)cc3s2)n1	.	-20%	.	.	-0.1%	.	.	4%	4%
CCOc1ccc(C(=O)COC(=O)Cn2cnc3c2c(=O)n(C)c(=O)n3C)cc1	2%	-7%	i	.	-0.5%	0.3	4%	8%	11%
CC[n+]1ccc(C)c2cc(S(=O)C(F)(F)F)ccc21 (stereo unspecified)	?	-11%	i	i	-0.1%	0.2	3%	?	-17%
Cc1ccc(NC(=O)CN2C(=O)c3ccccc3Sc3ccc(C(=O)N4CCOCC4)cc32)cc1F	.	0%	.	.	-0.4%	.	1%	.	2%
O=C(CN(Cc1cccs1)C(=O)CNS(=O)(=O)c1ccccc1)NC1CCCC1	-1%	11%	i	i	0.4%	1.2	?	1%	-1%
O=C(CSc1nnc(NC(=O)c2c(F)cccc2F)s1)NCC1CCCO1 (stereo unspecified)	0%	5%	i	?	-0.1%	-0.9	2%	-7%	-20%

# Next section:
# Values run as follows: Mm-Cpn inhibitor, HepG2 tox, Akt phos inh, S2 tox, Nrf2 ARE act, CCT chaperon mod, TGFb inhibitor, Nrf2 block, A549 tox
> CCOC(=O)c1c(NC(=O)c2cc(=O)c3cc(C)cc(C)c3o2)sc(C)c1C
→ ., -1%, ., i, 0.0%, ., ?, -4%, 2%
> CCOc1ccc(CNC(=O)CCCc2cn(C)c3ccccc23)cc1OC
→ 1%, -16%&-18%, i, i, 3.8%&0.3%, -2.8, -18%&-12%, -3%, 8%&0%
> CCC(C)NC(=O)c1ccc(CS(=O)(=O)Cc2ccc(Cl)cc2)o1 (stereo unspecified)
→ -3%, -3%, i, i, 0.2%, 0.8, 3%, ?, -2%
> O=C(Nc1ccc(Oc2ccccc2)cc1)c1csc([C@@H]2O[C@H](CO)[C@H](O)[C@H](O)[C@H]2O)n1
→ ., 9%, i, i, 0.5%[9.22 µM], -1.7, 1%, ., .
> COc1ccc(S(=O)(=O)Nc2ccc3c(c2)n(C)c(=O)n3C)cc1C
→ 0%, -23%, i, i, 14%, -5.4, 1%, ?, -10%
> Cc1ccc2[nH]c(=O)c(Cc3ccccc3)c(O)c2c1
→ 2%[15.4 µM], -15%, i, i, -0.1%, -1.8, -10%, 4%, -3%
> COC(=O)c1cc(NC(=O)Cc2ccc(OC)cc2)cc(C(=O)OC)c1
→ 1%, 6%, i, i, -0.7%, -4.7, 18%, -12%, 1%
> Cc1ccc(Nc2nc(NCCCN3CCOCC3)nc(N)c2[N+](=O)[O-])cc1
→ -1%, -69%, i, i, 1.7%, 0.5, 10%, 15%, 8%
> O=S(=O)(NC1CCC(NS(=O)(=O)c2c(F)cccc2F)CC1)c1ccc2c(c1)OCCO2 (stereo unspecified)
→ -2%, 2%, ., i, 2.4%, ., -5%, 2%&17%, 4%&5%
> CC(C)[C@H](NC(=O)OC(C)(C)C)C(=O)N/N=C/c1cccc2nccnc12
→ 0%, -10%, i, i, -0.3%, -0.8, -14%, -9%, 8%

# Next part
# Values run as follows: Mm-Cpn inhibitor, HepG2 tox, Akt phos inh, S2 tox, Nrf2 ARE act, CCT chaperon mod, TGFb inhibitor, Nrf2 block, A549 tox
> CCC(C(=O)OC)n1cnc2c(nnn2-c2ccc(F)cc2)c1=O (stereo unspecified)
→ 1%, 2%, i, i, -0.3%, 1.6, -6%, 3%, 5%
> CCSc1nnc(SCC(=O)N2CCN(C(=O)c3ccco3)CC2)s1
→ 0%, 4%, i, i, 0.8%, 0.4, 18%, -4%, -4%
> CC(C)C[C@H](NC(=O)c1[nH]cnc1C(=O)N[C@@H](Cc1ccccc1)C(=O)OCc1ccccc1)C(=O)OC(C)(C)C
→ -2%, -4%, i, i, 0.1%, -1.1, ?, ?, -14%
> CCN1CCN(CC(=O)N2N=CCC2c2ccccc2)CC1 (stereo unspecified)
→ -1%, -5%, i, i, 0.2%, 0.6, 11%, -12%, 4%
> COc1ccc(CNC(=O)Cn2cc(C(F)(F)F)ccc2=O)cc1OC
→ -2%, 3%, i, i, 0.3%, 0.9, 13%, -9%, -6%
> CCCC(c1nnnn1Cc1ccco1)N1CCN(C2CCCC2)CC1 (stereo unspecified)
→ -3%, 0%, i, i, 0.0%, -1.7, -4%, 7%, 0%
